Source: PubChem BioAssay
PglD inh – inhibitors of Campylobacter jejuni PglD acetyltransferase. 360,000 tested, 0.098% active. purified PglD enzyme, DTNB colorimetric CoA detection. AID 602405. inhibition, % at 12.5 µM; in the data active = inhibition above about 16%, passing the limit was not always enough; note: strong numbers were not always called active
Statin myotox sup – suppression of simvastatin myotoxicity. C2C12 myotubes + simvastatin, ATP luminescence, 48 h; scaled: DMSO 0, geranylgeraniol control 100. rescue of ATP level, % at 7.49 µM. 330,000 tested, 0.78% active. AID 602340;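 active = mean ATP rescue above about 67%, or every replicate alone reaching that limit, limit read from the data, passing the limit was not always enough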;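 note: myotubes were challenged with 10 µM simvastatin during compound exposure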
miR122 inh – blocks miR-122 activity in Huh7 sensor cells | Huh7 miR-122 Renilla luciferase sensor, 48 h; neutral wells = 0, positive control = 100 | 340,000 tested, 0.3% active | activation (reporter increase), % at 12.5 µM | AID 602342;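 active = mean replicate activation score at least 90 and every replicate individually at or above 90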;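 note: higher luciferase means less miR-122 activity so hits act as miR-122 inhibitors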
Cneo AK release – causes C. neoformans cell lysis. adenylate kinase release luminescence, 4 h; normalised: neutral wells 0, clomiphene wells 100. lysis activity, % at 15 µM. 360,000 tested, 0.2% active. AID 651654;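 active = mean lysis activity across replicates of at least 80%, whatever share of replicates individually reach that level; inactive = mean lysis activity below 80%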
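Test system: log-phase Cryptococcus neoformans yeast cells; Quantity: yeast cell density of 5 × 10^6 cells/mL; Buffer or medium: YPD; Doses: single compound concentration per well; Timing: 4 h at 37 °C static, read 1 h later; Measured by: AK luminescence; Read-out basis: lysis from increased AK signal; Control set: Clomiphene as positive control.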
CFTR F508del cor – correctors of CFTR F508del function in bronchial epithelial cells | CFBE cells, YFP halide quenching; stimulated with forskolin plus potentiator P3; % fluorescence drop versus neutral controls | activity (quench increase), % at 7.58 µM | 350,000 tested, 0.36% active | AID 720511;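 active = mean added fluorescence quench of at least 8% versus neutral control, with both replicates also reaching 8%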;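 note: cells transiently co-express mutant CFTR-F508del with the halide-sensitive YFP; corrector assay measuring rescue of mutant channel to the surface after 24 h compound exposure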
GSIS activator – GLuc luminescence reporter in INS-1E cells, primary screen for activators of glucose-dependent secretion of insulin. INS-1E GLuc reporter insulin secretion, 2-3 h. activation, % at 16.6 µM. 370,000 tested, 0.61% active;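 active = lowest replicate activation of at least 40%, so every replicate reaches that level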;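 note: 0% = median of neutral control wells and 100% = median of IBMX positive control wells; some compounds called inactive have numbers as strong as hits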
FN deposit inh – fibronectin deposition inhibition; 350,000 tested, 0.086% active; AH1F fibroblasts, Alexa488-fibronectin deposition fluorescence, overnight; AID 743247; inhibition, % at 12.6 µM;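 active = mean inhibition across replicates of 30% or more, regardless of how many single replicates reach that level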;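 note: positive control wells lacked labelled fibronectin entirely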
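Assay system: AH1F fibroblast monolayer, labelled fibronectin deposition. Amount: 10000 cells per well. Also added: labelled fibronectin 24 nM. Compound: single-point pinned compound. Incubation: cell attachment 1 h, compound and FN exposure overnight. Detection: fluorescence after three HBSS washes, excitation 485 nm, emission 525 nm. Read-out: inhibition of fibronectin deposition signal.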
PGC1a acetyl inh – lowers PGC1a acetylation signal in U2OS cells; 350,000 tested, 0.17% active; AlphaScreen anti-acetyl-lysine; with virally co-expressed GCN5 acetyltransferase; AID 651687; inhibition, % at 15.6 µM;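 active = every replicate shows inhibition of at least 40%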;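 note: 0% = neutral control wells and 100% = positive control wells; some results beyond the cut were filed as inactive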
Numbers without * were called inactive; x = not tested or not shown; & = joins results of further samples; [ ] = remark or other dose.

1) O=C(Cc1ccccn1)NCC[C@@H]1CC[C@@H](NC(=O)Nc2ccc(C(F)(F)F)cc2)[C@H](CO)O1
2) COCC(=O)Nc1ccc2c(c1)OC[C@H](C)N(C(=O)c1cnccn1)C[C@@H](C)[C@@H](OC)CN(C)C2=O
3) Nc1ccccc1S(=O)(=O)c1ccccc1N
4) CCC(=O)Nc1ccc2c(c1)C(=O)N(C)C[C@H](OC)[C@H](C)CN(C(=O)NC(C)C)[C@@H](C)CO2
5) Cc1cccc(S(=O)(=O)NC(=O)C2(C)CCN2C(=O)Cc2ccc(Cl)cc2Cl)c1 (stereo not drawn)
screen / no. | 1 | 2 | 3 | 4 | 5
PglD inh | -1 | -2 | 1 | -1 | -1
Statin myotox sup | -9 | 7 | 10 | 19 | 3
miR122 inh | x | x | -2 | 1[16.7 µM] | -2
Cneo AK release | 1 | -6 | 0 | -2 | 0
CFTR F508del cor | -0.1 | 1.1 | 1.0 | -1.9 | 0.2
GSIS activator | -3 | 7 | 7 | 7 | -3
FN deposit inh | 7 | 5 | x | 3 | -1
PGC1a acetyl inh | -2 | 2 | -14 | 4 | 12

6) COc1cc(C(=O)NC2CC(C)(C)Cc3c2cnn3-c2ccccc2)cc(OC)c1OC (stereo not drawn)
7) COc1cccc(-n2c(=O)c3ccccc3n3c(=S)[nH]nc23)c1
8) CC1Sc2ccc(S(=O)(=O)CCC(=O)NC3CCCCCC3)cc2NC1=O (stereo not drawn)
9) CCCCN1CC(COCc2ccccc2)Oc2cccc(Oc3ccc(C)cc3)c2S1(=O)=O (stereo not drawn)
10) Cc1cc(Br)ccc1NC(=O)CCSc1ccccc1
screen / no. | 6 | 7 | 8 | 9 | 10
PglD inh | -1 | 3 | 5 | -1 | 7
Statin myotox sup | 5 | 14 | -3 | 5 | -4
miR122 inh | -2 | x | -5 | x | x
Cneo AK release | 7 | -1 | 1 | 0 | 0
CFTR F508del cor | -1.8 | 1.7 | -0.1 | -0.3 | x
GSIS activator | 11 | 3 | -14 | -5 | -23
FN deposit inh | 6 | -5 | 1 | 0 | x
PGC1a acetyl inh | -4 | x | -3 | x | 4

11) COc1ccccc1-c1nc(-c2ccc(Br)o2)no1
12) COc1ccc(S(=O)(=O)Nc2cccc3c2O[C@H](CN(C)S(=O)(=O)c2ccc(Cl)cc2)[C@@H](C)CN([C@H](C)CO)C3=O)cc1
13) CC(C)NC(=O)N(C)C[C@H]1Oc2ncc(C#CC3CCCCC3)cc2C(=O)N([C@H](C)CO)C[C@@H]1C
14) Cc1noc(C)c1NC(=O)Nc1ccc2c(c1)CC(=O)N([C@H](C)CO)C[C@H](C)[C@H](CN(C)Cc1ccc(-c3ccccc3)cc1)O2
15) CCN1CCN(S(=O)(=O)c2ccc(Cl)c(C(=O)N(C)Cc3ccc(Cl)cc3Cl)c2)CC1
screen / no. | 11 | 12 | 13 | 14 | 15
PglD inh | -3 | 0 | x | x | 0
Statin myotox sup | 19 | 52 | 22 | 0 | -3
miR122 inh | -4 | -7[16.7 µM] | -3[16.7 µM] | -1[16.7 µM] | -9
Cneo AK release | -6 | -1 | x | x | 1
CFTR F508del cor | -3.1 | -3.3 | 1.0 | -0.6 | -2.4
GSIS activator | x | 7 | -17 | -2 | -19
FN deposit inh | 2 | x | x | x | -3
PGC1a acetyl inh | -6 | -10 | -4 | 1 | -10

16) COc1cc(Br)c(CCNC(=O)c2ccco2)cc1OC
17) O=C(CCc1nnc(CCCCc2ccccc2)o1)NC(c1cccnc1)C(F)(F)F (stereo not drawn)
18) O=C(Cc1ccccn1)N[C@@H]1CC[C@H](CCNS(=O)(=O)c2cccc(F)c2)O[C@@H]1CO
19) COc1cccc(OCc2nnc(SCC(=O)NCc3ccco3)n2C)c1
20) N#Cc1cc(NC(=O)c2ccc(Cl)cc2)ccc1Sc1ccccc1
screen / no. | 16 | 17 | 18 | 19 | 20
PglD inh | 11 | x | 3 | -1 | -4&8
Statin myotox sup | x | x | 2 | -9 | -11
miR122 inh | -3 | x | 1[16.7 µM] | x | -1
Cneo AK release | -1 | x | -2 | -1 | 1
CFTR F508del cor | 4.9 | -2.2 | -1.1 | x | 2.9&3.3
GSIS activator | -1 | -19 | -16 | x | 0
FN deposit inh | 1 | -3 | -12 | -5 | 4
PGC1a acetyl inh | -13 | 10 | 13 | -3 | x

Sorted by value in CFTR F508del cor (rising): some entries from above.
no. | compound | PglD inh | miR122 inh | CFTR F508del cor | GSIS activator | PGC1a acetyl inh
17 | O=C(CCc1nnc(CCCCc2ccccc2)o1)NC(c1cccnc1)C(F)(F)F (stereo not drawn) | x | x | -2.2 | -19 | 10
18 | O=C(Cc1ccccn1)N[C@@H]1CC[C@H](CCNS(=O)(=O)c2cccc(F)c2)O[C@@H]1CO | 3 | 1[16.7 µM] | -1.1 | -16 | 13
16 | COc1cc(Br)c(CCNC(=O)c2ccco2)cc1OC | 11 | -3 | 4.9 | -1 | -13

Remaining list, next part.
21) O=C(O)CN1c2cccc3cccc(c23)S1(=O)=O
22) COc1ccccc1-c1nnc(SCC(=O)Nc2oc(C)c3c(C)n[nH]c(=O)c23)n1C
23) Cc1cc(OC(C)C(=O)NC(Cc2c[nH]c3ccc(O)cc23)C(=O)O)c2c(C)cc(=O)oc2c1 (stereo not drawn)
24) CCCCCn1c(SCC(=O)OCC)nc2cc(C(=O)N3CCC(C(N)=O)CC3)ccc2c1=O
25) CSc1cccc(CN2CCCC(CNC(=O)c3ccc(F)cc3)C2)c1 (stereo not drawn)
screen / no. | 21 | 22 | 23 | 24 | 25
PglD inh | 1 | 7 | 3 | 7 | x
Statin myotox sup | 13 | -14 | -6 | 3 | -5
miR122 inh | 2 | x | -4 | 29 | -9
Cneo AK release | 1 | 0 | 0 | 2 | x
CFTR F508del cor | -0.1 | -0.3 | 3.5 | x | 0.3
GSIS activator | 7 | 13 | 4 | x | -16
FN deposit inh | 1 | -11 | x | 0 | -1
PGC1a acetyl inh | 27 | x | 3 | -2 | -3

26) O=C(c1nn(-c2ccccc2)c(=O)c2ccccc12)N1CCN(c2ncccn2)CC1
27) O=C1OC(c2ccccc2)Sc2ccccc21 (stereo not drawn)
28) COc1ccc(NC(=O)CN2CCN(C3c4ccccc4-c4ccccc43)CC2)c(OC)c1
29) COc1ccc(-n2c(SC(CN3CCCCC3)CN3CCCC3=O)nc3ccccc3c2=O)cc1 (stereo not drawn)
30) N#Cc1nc(-c2ccccc2F)oc1N1CCN(C(=O)c2ccco2)CC1
screen / no. | 26 | 27 | 28 | 29 | 30
PglD inh | x | 11 | 12 | 1 | 2
Statin myotox sup | x | -2 | 4 | 4 | 7
miR122 inh | x | 2 | -3 | 17 | -4
Cneo AK release | x | 2 | 1 | -2 | -1
CFTR F508del cor | 2.4 | 0.0 | x | x | 0.0
GSIS activator | 10 | 13 | -51 | x | 6
FN deposit inh | -2 | x | x | 24 | 0
PGC1a acetyl inh | 3 | -14 | -4 | -9 | x

31) Cc1noc(C)c1NC(=O)N(C)C[C@H]1Oc2c(NS(=O)(=O)c3cn(C)cn3)cccc2C(=O)N([C@@H](C)CO)C[C@H]1C
32) CCCNC(=O)Cn1cnc2sc(C(=O)NCCCN3CCOCC3)c(C)c2c1=O
33) CCOc1ccc(S(=O)(=O)Nc2cccc(C(=O)N3CCN(c4ccccn4)CC3)c2)cc1
34) COCCNC(=O)CN1CCN(Cc2cccc(Cl)c2)C1=O
35) CCOC(=O)c1ccc(NC(=O)C(=O)NCC2CCCO2)cc1 (stereo not drawn)
screen / no. | 31 | 32 | 33 | 34 | 35
PglD inh | -2 | 3 | 5 | 3 | 5
Statin myotox sup | -10 | -22 | -6 | 10 | 2
miR122 inh | 9[16.7 µM] | 0 | -3 | -9 | -1
Cneo AK release | -7 | -2 | 0 | 1 | -1
CFTR F508del cor | 0.2 | -1.2 | -0.6 | 1.1 | x
GSIS activator | 7 | 36 | -41 | 16 | x
FN deposit inh | -10 | 7 | x | 0 | x
PGC1a acetyl inh | 6 | 3 | x | -13 | -3

Full records, looked up by structure. Order of screens: PglD inh | Statin myotox sup | miR122 inh | Cneo AK release | CFTR F508del cor | GSIS activator | FN deposit inh | PGC1a acetyl inh
Profile of CCOc1ccc(S(=O)(=O)Nc2cccc(C(=O)N3CCN(c4ccccn4)CC3)c2)cc1 → 5 | -6 | -3 | 0 | -0.6 | -41 | x | x
Profile of COCCNC(=O)CN1CCN(Cc2cccc(Cl)c2)C1=O → 3 | 10 | -9 | 1 | 1.1 | 16 | 0 | -13

Screen by screen, from the results shown.
PglD inh for entries 31–35, in order: -2, 3, 5, 3, 5
miR122 inh for entries 31–35, in order: 9[16.7 µM], 0, -3, -9, -1

The list goes on:
36) Cc1c(/C=C/C(=O)c2cccs2)cnn1C
37) Cc1nc(-c2nnc(SCC(=O)Nc3cc(C(F)(F)F)cc(C(F)(F)F)c3)n2C)cs1
38) CC(C)NC(=O)N(C)C[C@H]1Oc2cc(C#C[C@H](C)O)ccc2S(=O)(=O)N([C@H](C)CO)C[C@@H]1C
39) C/C=C/c1ccc([C@H]2[C@@H](CO)N(S(C)(=O)=O)[C@@H]2CN(CC)C(C)=O)cc1
40) O=C(Nc1ccccc1)NC1(C(=O)N2CCN(c3ncccn3)CC2)CCCCC1
41) C[C@H](CO)N1C[C@H](C)[C@@H](CN(C)C(=O)NC2CCCCC2)Oc2c(NC(=O)Nc3ccc4c(c3)OCO4)cccc2C1=O
42) CC(=O)N1C(C(=O)O)CSC1c1ccc(C)cc1 (stereo not drawn)
screen / no. | 36 | 37 | 38 | 39 | 40 | 41 | 42
PglD inh | -2 | x | 1 | 4 | 5 | -4&8 | -3
Statin myotox sup | -2 | x | 3 | 9 | x | -41&-2 | -1
miR122 inh | -3 | x | 1[16.7 µM] | 0[16.7 µM] | -18 | 36[16.7 µM] | x
Cneo AK release | -2 | x | -2 | 2 | 2 | -3&-2 | -4
CFTR F508del cor | x | -2.0 | -0.6 | -0.7 | x | -0.4&1.5 | 0.8
GSIS activator | x | 2 | 10 | 9 | x | -7&-28 | -1
FN deposit inh | 18 | 19 | 5 | x | -5 | x | -9
PGC1a acetyl inh | 3 | -14 | 9 | -13 | 5 | -2&-5 | x

Entries 32 through 33, quoted:
32) CCCNC(=O)Cn1cnc2sc(C(=O)NCCCN3CCOCC3)c(C)c2c1=O
33) CCOc1ccc(S(=O)(=O)Nc2cccc(C(=O)N3CCN(c4ccccn4)CC3)c2)cc1
screen / no. | 32 | 33
PglD inh | 3 | 5
Statin myotox sup | -22 | -6
miR122 inh | 0 | -3
Cneo AK release | -2 | 0
CFTR F508del cor | -1.2 | -0.6
GSIS activator | 36 | -41
FN deposit inh | 7 | x
PGC1a acetyl inh | 3 | x
